# Bioassay records as filed in PubChem BioAssay.
# mcGAS lum – inhibitors of mouse cGAS. Q8C6L5. recombinant cGAS, Kinase-Glo ATP depletion luminescence. inhibition, % at 12.5 µM. 160,000 tested, 0.15% active. AID 1259399;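 further: 0% = negative control wells and 100% = reference inhibitor with no enzyme activity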
# NPYLR7 agonist – activates Aedes aegypti NPYLR7 receptor; HEK293T NPYLR7/Galpha15, GCaMP6s calcium fluorescence; activation, % at 10 µM; 270,000 tested, 0.15% active; in the data active means activation above about 40%;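 further: 0% = vehicle and 100% = reference agonist at the receptor; some compounds past the cut are filed as inactive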
# hcGAS inh – human cGAS inhibition; Q8N884; recombinant h-cGAS, ATP depletion, Kinase-Glo luminescence; inhibition, % at 12.5 µM; 290,000 tested, 0.081% active;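 further: 0% = vehicle reaction and 100% = reaction without DNA for no activity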
# Target sequence (Q8N884 whole entry, looked up): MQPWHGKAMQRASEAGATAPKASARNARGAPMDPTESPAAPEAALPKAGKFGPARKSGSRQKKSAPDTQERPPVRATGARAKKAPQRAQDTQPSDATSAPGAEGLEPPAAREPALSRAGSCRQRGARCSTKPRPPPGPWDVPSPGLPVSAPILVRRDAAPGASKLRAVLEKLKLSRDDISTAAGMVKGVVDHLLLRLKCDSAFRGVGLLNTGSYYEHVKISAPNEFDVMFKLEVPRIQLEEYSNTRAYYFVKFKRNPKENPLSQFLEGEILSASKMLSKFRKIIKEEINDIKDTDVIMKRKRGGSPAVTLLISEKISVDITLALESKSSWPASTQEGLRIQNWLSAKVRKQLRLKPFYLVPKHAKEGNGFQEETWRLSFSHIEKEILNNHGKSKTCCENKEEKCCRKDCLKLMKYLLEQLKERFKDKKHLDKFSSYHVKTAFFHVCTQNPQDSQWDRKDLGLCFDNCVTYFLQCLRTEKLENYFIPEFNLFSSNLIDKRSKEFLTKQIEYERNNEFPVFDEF
# Starred values were filed as active, the others as inactive; . = no result given. Unless noted, no stated cut-off is given here; in the data, active means inhibition above about 40%; inactive means the rest.
# A first look:
SMILES,mcGAS lum,NPYLR7 agonist,hcGAS inh
COc1ccc(C(=O)N2CCN(c3ccc(C)c(F)c3)C(=O)C2C)cc1 (stereo unspecified),-6,21,-6
CC(C)(C)c1cc(C(C)(C)C)nc(N)n1,-13,6,-5
COc1cc(=O)n(-c2ccccc2)nc1C(=O)Nc1ccccc1O,.,0,2

# Results, repeating the preview:
SMILES,mcGAS lum,NPYLR7 agonist,hcGAS inh
COc1ccc(C(=O)N2CCN(c3ccc(C)c(F)c3)C(=O)C2C)cc1 (stereo unspecified),-6,21,-6
CC(C)(C)c1cc(C(C)(C)C)nc(N)n1,-13,6,-5
COc1cc(=O)n(-c2ccccc2)nc1C(=O)Nc1ccccc1O,.,0,2
O=C(NC(c1ccc(F)cc1)c1ccc2ccccc2n1)C1CCN(Cc2nccs2)CC1 (stereo unspecified),-4,-1,-3
CCc1nc2ccc(C(=O)Nc3ccc(Cl)c(Cl)c3)cn2c1N(CC)CCOC,-4,-5,-11
CC1CCCC(C)N1CC#N (stereo unspecified),.,-1,-8
Cc1nccn1CCC(NC(=O)c1cn(-c2ccccc2)nn1)c1ccccc1 (stereo unspecified),.,-1,-8
CCOC(=O)C1=C(C)N=C2SCC(=O)N2C1c1ccc(N(C)C)cc1 (stereo unspecified),.,-7,-4
Cc1cc(Nc2ccc(Cl)cc2)n(-c2cccc(Cl)c2)n1,.,1,-9
COc1ccc(N2C(=O)C3N=NN(Cc4ccc(C)cc4)C3C2=O)cc1 (stereo unspecified),-8,1,-6
O=C1CSc2ccccc2N1CCC(=O)N1CCOC2CCCC21 (stereo unspecified),.,0,-9
O=c1c(C2OCC(COc3ccc(Cl)cc3)O2)coc2ccccc12 (stereo unspecified),.,-7,-3
Cc1cc(-c2nn3c(C)nnc3s2)ccc1N,.,22,-3
NCCc1n[nH]c(=O)n1CCc1ccccc1,5,3,2
Cc1nc(-c2cccc(F)c2)nc(N2CCN(C(=O)c3ccccc3F)CC2)c1C,-6,4,-8
CCCNC(=O)c1cc(NC(=O)Nc2ccccc2)ccc1N1CCCC1,-6,7,3
CCOC(=O)CCNC(=O)C(C)SCc1ccccc1 (stereo unspecified),.,6,-6
CCOC(=O)c1c(C)c(NC(C)=O)c(C)n1C(C)=O,.,11,-7
CC(C)c1cc(C(C)C)n(C2CCN(C(=O)C3=NNC(=O)CC3)CC2)n1,-5,6,-1
O=C(Nc1ccc(F)c(S(=O)(=O)NC2CC2)c1)c1cccs1,.,-1,-8
CCCCCc1ccc(S(=O)(=O)N2CCC(c3c[nH]c4ccc(OC)cc34)CC2)cc1,2,10,-2
N#Cc1cccc(NC(=O)Cn2cc(Cl)cn2)c1,.,0,3
CCOC(=O)c1cc(-c2cccc(NC(=O)C(OC(C)=O)c3ccccc3)c2)n(-c2ccccc2F)n1 (stereo unspecified),-5,18,-7
Cc1ccccc1NC(=O)CC(=O)N1CCCC1Cn1cccn1 (stereo unspecified),.,15,-4
CN(C(=S)Nc1ccc2c(c1)OCCO2)C1CCc2ccccc21 (stereo unspecified),.,-1,-10

# Overlap with the part before: 7 compounds, followed by the next part.
SMILES,mcGAS lum,NPYLR7 agonist,hcGAS inh
CC(C)c1cc(C(C)C)n(C2CCN(C(=O)C3=NNC(=O)CC3)CC2)n1,-5,6,-1
O=C(Nc1ccc(F)c(S(=O)(=O)NC2CC2)c1)c1cccs1,.,-1,-8
CCCCCc1ccc(S(=O)(=O)N2CCC(c3c[nH]c4ccc(OC)cc34)CC2)cc1,2,10,-2
N#Cc1cccc(NC(=O)Cn2cc(Cl)cn2)c1,.,0,3
CCOC(=O)c1cc(-c2cccc(NC(=O)C(OC(C)=O)c3ccccc3)c2)n(-c2ccccc2F)n1 (stereo unspecified),-5,18,-7
Cc1ccccc1NC(=O)CC(=O)N1CCCC1Cn1cccn1 (stereo unspecified),.,15,-4
CN(C(=S)Nc1ccc2c(c1)OCCO2)C1CCc2ccccc21 (stereo unspecified),.,-1,-10
CCc1nc(C(=O)O)nn1-c1c(Cl)cccc1Cl,.,-5,3
CCc1ccccc1Nc1nnc(SCC(=O)NC(C)C)s1,-4,-1,-5
O=[N+]([O-])c1cc2c(c(COc3ccc(Cl)cc3)c1)OCOC2,.,5,-17
COc1ccc(C2CC(=O)C3=C(C2)N=C(C)C(C#N)C3c2ccc(OCc3ccccc3)cc2)cc1 (stereo unspecified),-6,11,-4
CC[C@H](NC(=O)c1cccc(NCC(=O)O)c1)c1ccccc1,-18,13,-4
COc1ccccc1Nc1ccc2nnnn2n1,.,-2,-10
CC1(C)CC(=O)C(C2c3ccccc3Nc3c2cnc(Cl)c3C#N)C(=O)C1 (stereo unspecified),.,-3,-2
C=CCOC1C[C@](OCc2ccc(F)cc2)(C(=O)NCC2CCCO2)C[C@@H](O)[C@H]1O (stereo partly specified),-4,7,1
CC1=C(C(=O)Nc2ccc(Cl)cc2)C(c2ccc(Br)cc2)NC(=O)N1 (stereo unspecified),-7,-17,-8
Cc1ncsc1CCC(=O)N1CCCC2(CC1)CNC(=O)O2 (stereo unspecified),-7,1,-3
C=CCn1cc(-c2c(-c3ccccc3)ncn2CCc2ccccn2)cn1,-17,5,-3
CCOc1cccc(N2C(=O)CC(N3CCN(c4ccccn4)CC3)C2=O)c1 (stereo unspecified),-6,-1,-6
CC(C)OCC(O)CN1CCOC(CN2CCCN(C(=O)c3ccccc3)CC2)C1 (stereo unspecified),.,7,-8
Cc1ccc(CNC(=O)c2ccc(OC3CCN(S(=O)(=O)N(C)C)CC3)cc2)o1,.,19,-8
CN(CC(=O)Nc1cc(F)ccc1F)S(=O)(=O)c1ccc2c(c1)OCCCO2,.,8,-4
Cc1nn(C)cc1C(C)NC(=O)CCC(=O)Nc1ccc(F)c(Cl)c1 (stereo unspecified),-6,14,-6
Cc1cccnc1C(NC(=O)C1CCN(CCOc2ccc(Cl)cc2Cl)CC1)c1ccc(F)cc1 (stereo unspecified),-2,7,-5
c1ccc2oc(-c3cnnc(NCC(c4ccncc4)N4CCOCC4)n3)cc2c1 (stereo unspecified),.,3,-7
COc1coc(C(=O)Nc2ccccc2C(N)=O)cc1=O,.,14,-10
CC(C)Cc1cc(C(=O)NCc2nncn2C2CCCCC2)n(C)n1,-8,5,-2
COc1ccc(NC(=O)N2CCC3(CC2)C(=O)N(CC(=O)NCCc2ccc(Cl)cc2Cl)CN3c2ccccc2)cc1,-7,18,-11
O=C(COc1ccc2ccccc2c1)NN=Cc1ccccc1[N+](=O)[O-],.,3,-8
CCOc1cccc(-c2nc(C(N)=O)c3[nH]c(=O)n(-c4cccc(OC)c4)c3n2)c1O,.,15,-13
N#Cc1ccc(CN(c2ccccc2)S(=O)(=O)c2cccc(C#N)c2)cc1,.,3,-9
CC(=O)c1c(O)c(C(C)=O)c(O)c(C(C)=O)c1O,.,4,-4

# Single values from the results shown:
# COc1ccc(C2CC(=O)C3=C(C2)N=C(C)C(C#N)C3c2ccc(OCc3ccccc3)cc2)cc1 (stereo unspecified) | NPYLR7 agonist = 11
# COc1coc(C(=O)Nc2ccccc2C(N)=O)cc1=O | hcGAS inh = -10

# Continuation.
SMILES,mcGAS lum,NPYLR7 agonist,hcGAS inh
CC1(C)CC(NC(=O)c2ccc(Oc3ccccc3)cc2)CC(C)(C)N1,-8,10,-10
O=C(Nc1nnc(-c2cccc(Br)c2)s1)C1CCCN1C(=O)c1cccc([N+](=O)[O-])c1 (stereo unspecified),-4,.,-6
CCOC(=O)c1cc(C(=O)NC(C)C)nn1C,.,-5,1
CCn1c(SCC(=O)Nc2ccccc2Cl)nc2c(-c3ccccc3)c[nH]c2c1=O,-9,1,-3
COc1ccc(C=C2CSc3ccc(F)cc3C2=O)cc1O,3,3,9
COc1ccccc1N1CCN(C(=O)c2ccccc2F)C(C)C1=O (stereo unspecified),0,-8,3
Cc1cc(CNC(=O)N2CCCC2CC2CCCCC2)no1 (stereo unspecified),.,4,-2
Cc1cc(-n2cnnc2)ncc1-c1ccc(C(C)N2CCCC2)cc1 (stereo unspecified),.,14,1
CCN(CC)C(=O)Cn1cc(SCc2cccc(C)c2)c2ccccc21,-7,-3,-5
CC(C)C(NC(=O)c1cc(-c2cccn2C)on1)C(=O)NCc1cccnc1 (stereo unspecified),3,.,7
O=C(O)c1cc(NS(=O)(=O)c2cncc(F)c2)cc(C(F)(F)F)c1,.,-4,4
COc1ccc(C(=O)N(CC(=O)Nc2nc(CC(=O)N3CCN(c4ccccc4C)CC3)cs2)CC(C)C)cc1,-4,23,-6
CCCCCNC(=O)c1cc(-c2ccccc2F)nc2cc(C(C)(C)C)nn12,0,-6,3
CCNC(=O)Nc1ccc(N(C)C)c(CN(C(=O)c2cccs2)C(C)C(C)C)c1 (stereo unspecified),-6,0,-4
CCCCn1c(N)c(N(CCC(C)C)C(=O)C2CCCC2)c(=O)[nH]c1=O,-1,-4,0
COc1ccc(Cl)cc1S(=O)(=O)N1CCN=C1C,-3,5,-10
COC(=O)c1ccc(S(=O)(=O)NCc2cccc(OC)c2)cc1,.,5,-4
O=C(c1ccc(F)cc1)N1CCSC1c1cccc(F)c1 (stereo unspecified),-4,21,-11
CCOC(=O)C(C#N)=Cc1cc(Br)ccc1OC,-3,-1,-4
COc1ccc2c(c1)C1(SCCN1C(=O)c1ccccc1C)C(=O)N2Cc1ccc(F)c(F)c1 (stereo unspecified),0,-3,1
O=C(CSc1nc2c([nH]c3ccccc32)c(=O)n1-c1ccccc1)NCC1CCCO1 (stereo unspecified),-8,1,-8
CC(c1ccccc1)c1nc2ccccn2c1NC(C)(C)CC(C)(C)C (stereo unspecified),-5,.,-6
CCn1cncc1CNC(=O)c1csc2nc(-c3cccc(OC)c3)cn12,.,33,-4
CCC(C)NC(=S)Nc1cc(C)cc(C)c1 (stereo unspecified),.,-13,-9
CC(=O)c1c[nH]c(C(=O)NC2CCN(C(=O)OC(C)(C)C)C2)c1 (stereo unspecified),-17,-7,-9

# Whole records from above. Order of screens: mcGAS lum, NPYLR7 agonist, hcGAS inh
# O=C(c1ccc(F)cc1)N1CCSC1c1cccc(F)c1 (stereo unspecified) is entered as -4, 21, -11
# CC(c1ccccc1)c1nc2ccccn2c1NC(C)(C)CC(C)(C)C (stereo unspecified) is entered as -5, ., -6
# CCC(C)NC(=S)Nc1cc(C)cc(C)c1 (stereo unspecified) is entered as ., -13, -9

# The list goes on:
SMILES,mcGAS lum,NPYLR7 agonist,hcGAS inh
C[C@@H](C(=O)Nc1nc2ccccc2[nH]1)N1C(=O)c2ccncc2C1=O,.,2,-4
Cc1nc(Oc2cccc(Cl)c2)c2oc3ccccc3c2n1,1,-8,0
Cc1ccc(CN2CCc3c(c(C(=O)NCc4ccccc4)nn3C)C2)o1,0,7,16
COCC(=O)Nc1ccc(N(C)C)c(CN(CC2CCCO2)C(=O)c2ccc(OC)cc2)c1 (stereo unspecified),1,4,4
Cc1c(C(=O)NCCSCc2ccco2)cnc2c(-c3cccc(C(F)(F)F)c3)cnn12,-6,20,-1
Cc1cccc(COC(CN2CCN(C(=O)c3snnc3C)CC2)c2ccc(Cl)cc2)c1 (stereo unspecified),0,-14,-2
Cc1nc(C2CCCNC2)cc(N2CCc3[nH]nc(C(C)C)c3C2)n1 (stereo unspecified),-10,.,-6
Cc1nonc1CC(=O)N1C[C@@H](NS(=O)(=O)N(C)C)[C@H](C(C)C)C1,-5,.,-10
CCN(CC)C(=O)C(C)n1c(=O)cc(C)c2cccc(C)c21 (stereo unspecified),-4,-9,0
O=C1c2nc(Nc3ccncc3)ccc2CN1C1(C(=O)NCC2CCOCC2)CC1,.,6,-13
Cc1cc(O)cc(=O)n1CC(=O)C(C#N)c1nc(C(C)C)cs1 (stereo unspecified),.,9,-10

# Compounds as they come; about 0.29% have a hit in one of these screens.
